Yp Topo-I inh = Y. pestis Topo-I inhibition via cleavage products; activity, % at 10 µM; Y. pestis Topo-I cleavage product accumulation, plate reader; 360,000 compounds, 0.064% hits; AID 504884; in the data active means activity above about 50%, passing the limit was not always enough; further: inactives centre near 2
Vc quorum ag = quorum light induction in luxS cqsA deficient V. cholerae. V. cholerae BH1578 lux reporter, luminescence, 6 h. activation, % at 18.7 µM. 350,000 compounds, 0.16% hits. AID 588436; in the data active means activation mostly above about 9.7%, no sharp cut-off; further: not every result past the cut was called active; inactives centre near 0; reference of the scale not given here
MazF activator = activators of E. coli MazEF toxin-antitoxin RNase; FAM/BHQ RNA-DNA oligo cleavage fluorescence, 5 h; activation, % at 20 µM; 350,000 compounds, 0.32% hits; P0AE70; AID 504720; in the data active means activation above about 50%
Target sequence (P0AE70 whole entry, looked up): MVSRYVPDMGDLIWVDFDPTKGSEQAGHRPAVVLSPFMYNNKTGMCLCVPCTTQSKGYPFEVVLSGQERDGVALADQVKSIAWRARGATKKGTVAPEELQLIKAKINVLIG
TcdB GH inh = blocks C. difficile toxin B glycohydrolase activity; P18177; TcdB glycohydrolase enzymatic assay, plate reader; 350,000 compounds, 0.24% hits; inhibition, % at 9.99 µM; in the data active means inhibition above about 10%
PfHsp40 rescue = rescue of PfHsp40-mediated yeast toxicity; S. cerevisiae expressing PfHsp40, growth rescue, ATP luminescence; growth rescue, % at 12.5 µM; 340,000 compounds, 0.68% hits; AID 504582; in the data active means growth rescue above about 28%, passing the limit was not always enough;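 further: yeast W303a lacking pdr1 and pdr3 grown in galactose medium; growth measured after three days at 30 °C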
SSB-PriA inh = blocks PriA binding to SSB C-terminal tail. AlphaScreen SSBct-PriA binding, biotinylated peptide. inhibition, % at 33 µM. 430,000 compounds, 0.6% hits; in the data active means inhibition mostly above about 37%, no sharp cut-off; inactive means mostly below about 20%;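 further: plate controls were negative control peptide for no effect and reference peptide for full effect; strong numbers were not always called active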
DUSP3 inh = inhibitors of human VHR1 phosphatase (DUSP3); P51452; recombinant VHR phosphatase, pNPP absorbance; inhibition, % at 13.3 µM; 290,000 compounds, 0.52% hits; AID 1654; in the data active means inhibition above about 50%; further: some compounds called inactive have numbers as strong as hits
Rv3671c inh = inhibits the M. tuberculosis serine protease Rv3671c; P9WHR9; inhibition, % at 5.96 µM; 320,000 compounds, 0.048% hits; AID 2606; in the data active means inhibition above about 38%;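 further: extracellular domain of Rv3671c used as enzyme; 0% = enzyme with DMSO and 100% = no enzyme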
Anthrax LF inh2 = inhibitors of Bacillus anthracis lethal factor protease | P15917 | multiplex microsphere protease cleavage assay, LF | inhibition, % at 10 µM | 360,000 compounds, 0.12% hits | AID 588501; in the data active means inhibition above about 30%; further: plate controls were buffer without enzyme for full effect and enzyme alone for no effect
Target sequence (P15917 whole entry, looked up): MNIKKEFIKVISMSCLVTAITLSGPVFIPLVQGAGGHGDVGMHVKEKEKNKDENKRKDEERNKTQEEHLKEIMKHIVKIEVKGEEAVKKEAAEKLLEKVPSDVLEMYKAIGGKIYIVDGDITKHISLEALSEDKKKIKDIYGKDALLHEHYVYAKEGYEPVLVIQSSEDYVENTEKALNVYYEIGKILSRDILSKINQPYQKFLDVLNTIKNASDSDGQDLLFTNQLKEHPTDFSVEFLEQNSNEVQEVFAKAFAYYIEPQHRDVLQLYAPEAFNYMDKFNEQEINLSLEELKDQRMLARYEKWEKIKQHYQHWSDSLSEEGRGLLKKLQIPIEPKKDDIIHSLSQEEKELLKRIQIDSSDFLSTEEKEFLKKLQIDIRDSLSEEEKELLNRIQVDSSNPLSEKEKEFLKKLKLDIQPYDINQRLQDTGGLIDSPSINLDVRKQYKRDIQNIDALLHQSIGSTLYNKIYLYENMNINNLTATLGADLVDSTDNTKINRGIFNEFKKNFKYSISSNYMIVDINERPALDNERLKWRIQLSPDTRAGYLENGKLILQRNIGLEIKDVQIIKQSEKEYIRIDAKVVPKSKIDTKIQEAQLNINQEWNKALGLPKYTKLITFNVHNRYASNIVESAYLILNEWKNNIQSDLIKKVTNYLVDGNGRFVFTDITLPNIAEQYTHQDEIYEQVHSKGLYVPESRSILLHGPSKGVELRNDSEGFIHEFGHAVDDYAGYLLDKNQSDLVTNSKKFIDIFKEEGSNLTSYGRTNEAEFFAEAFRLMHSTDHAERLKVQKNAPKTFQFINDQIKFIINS
3CLpro inhibitor = SARS-CoV 3CLpro protease inhibition | recombinant SARS-CoV 3CLpro, quenched FRET peptide cleavage | AID 1706 | 290,000 compounds, 0.14% hits | inhibition, % at 6 µM | P0C6X7; in the data active means inhibition above about 12%
The depositor's hits bear a star; i = inactive; x = not tested or not shown; & = joins results of further samples. An excerpt; count on the stated rates, not on these rows.

# | SMILES | 3CLpro inhibitor | Rv3671c inh | Yp Topo-I inh | TcdB GH inh | Vc quorum ag | SSB-PriA inh | MazF activator | Anthrax LF inh2 | DUSP3 inh | PfHsp40 rescue
1 | O=C(O)C(O)(c1ccccc1)C(O)c1ccccc1 (stereo not given) | x | -8 | 0 | 1.2 | i | -17 | 9 | -13 | x | -2.0
2 | CCC/C=N/NC(=O)c1cc(Br)ccc1O | 3 | 4 | 0 | x | -0.5 | x | -8 | 0 | 1 | -0.3
3 | O=C1c2ccccc2S(=O)(=O)c2cc(C(=O)N3CCN(c4ccc(Cl)cn4)CC3)ccc21 | x | 10 | 16 | 0.9 | -0.9 | 23 | -4 | 1 | x | 1.4
4 | CCCNC(=O)C[C@@H]1C[C@H]2c3cc(NC(=O)c4ccc5c(c4)OCO5)ccc3O[C@H]2[C@@H](CO)O1 | x | x | 2 | 0.8&1.4 | -2.1 | x | 5 | -3 | x | x
5 | Cc1cc2ccccc2c(=O)n1CC(=O)NCC(=O)N1CCN(c2ccccc2F)CC1 | 4 | -6 | -6 | x | -0.2 | -8 | 9 | 8 | 15 | -1.5
6 | Cc1cccc(C)c1NC(=O)c1sc(Cl)nc1C | 3 | 5 | -1 | 0.7 | 3.4 | -12 | -1 | -1 | -14 | 1.8
7 | CN(CC(=O)Nc1ccccc1-c1ccccc1)Cc1ccccc1Cl | 1 | -6 | 2 | 0.9 | -0.4 | -6 | 0 | 1 | 0 | 1.4
8 | CC(C)(C)NC(=O)CN(Cc1ccc2c(c1)OCO2)C(=O)CCC(=O)Nc1nccs1 | -2 | 6 | 3 | 0.8 | -0.2 | -7 | -4 | -4 | 15 | -1.1
9 | COc1ccc(-c2nn(-c3ccccc3)cc2/C=C2/SC(=S)N(CCC(=O)O)C2=O)cc1 | 3 | 7 | 0 | 1.3 | -1.9 | 2 | -22 | 5 | -10 | -1.4
10 | Cc1noc(NC(=O)c2ccccc2Cl)c1C#N | 1 | 2 | -2 | x | -0.3 | -3 | 3 | 0 | -2 | -0.3
11 | COc1ccc(OC)c(NC(=O)COC(=O)C2CCCCC2)c1 | x | 4 | -4 | -0.1 | -4.3 | -1 | -7 | 4 | x | -0.4
12 | Brc1ccc(-c2nc(-c3ccncc3)no2)cc1 | 0 | -10 | 6 | 0.3 | -0.5 | -1 | -6 | -11 | 13 | x
13 | O=C(NCc1ccncc1)c1ccc(Cn2cc(C(F)(F)F)ccc2=O)cc1 | 5 | -4 | 5 | -0.7 | i | 8 | 2 | -2 | 48 | -0.4
14 | O=C(CSc1nnc2c(n1)[nH]c1ccc(S(=O)(=O)N3CCOCC3)cc12)Nc1ccccc1Cl | -2 | -29 | 5 | 0.6 | i | -16 | 6 | -4 | 20 | -0.9
15 | COc1ccccc1C(=O)COC(=O)Cn1c(C)csc1=O | x | -3 | 10 | 2.0 | -0.9 | -10 | 5 | -3 | x | 0.3
16 | Cc1nc2nc(NC(=O)c3ccco3)[nH]n2c(=O)c1C | -6 | -3 | -9 | -8.8 | 1.0 | -7 | 2 | -1 | 6 | -0.8
17 | O=c1c(-c2ccccc2)nc(-c2ccccc2)cn1O | -3 | 3 | -8 | x | i | -20 | 9 | 5 | 15 | 0.4
18 | Cc1nnc2c(NCCC(C)C)nc3ccccc3n12 | 0 | x | -1 | -9.5 | i | -21 | 7 | -2 | 44 | -1.2
19 | O=C(CCN1CCN(c2ccc(Cl)cc2)CC1)Nc1ccccc1F | 2 | -1 | 27 | x | i | -21 | 6 | -1 | -4 | -0.7
20 | COc1ccc(C(=O)N(Cc2ccccc2)c2ccc(C)cc2)cc1S(=O)(=O)N1CCOCC1 | x | 10 | -4 | -0.5 | i | 6 | -2 | -6 | x | -0.6
21 | CS(=O)(=O)N1CCC(C(=O)Nc2ccc(Cl)c(C(F)(F)F)c2)CC1 | 4 | -8 | -13 | x | i | -8 | 2 | -5 | 5 | -0.6
22 | COc1ccc2[nH]c(-c3cccc(F)c3)cc(=O)c2c1 | -1 | -1 | -10 | 1.3 | i | 1 | 7 | -6 | -4 | 1.0
23 | CS(=O)(=O)Nc1ccc(-c2cncc3nccn23)cc1 | x | x | -7 | 1.2 | -0.6 | x | x | -7 | x | x
24 | COC(=O)c1ccc(/C=C2/C(=O)Oc3ccccc32)cc1 | 1 | 2 | 0 | 1.6 | -0.1 | 4 | 2 | 7 | 24 | -0.8
25 | CC(C)(C)NC[C@H](O)COc1cccc2c1CCCC2=O | x | 0 | 4 | 1.1 | -3.6 | 0 | -8 | -8 | x | -1.5
26 | CCn1cc(C(=O)OCC(=O)OC2CC(C)CCC2C(C)C)c(=O)c2ccc(C)nc21 (stereo not given) | 1 | -4 | 25 | x | -0.3 | 3 | 3 | 2 | -22 | 0.8
27 | COc1ccc(C(=O)c2cc([N+](=O)[O-])ccc2N2CCN(C)CC2)cc1 | -1 | -1 | 1 | 0.6 | i | -3 | -2 | -1 | 28 | -0.6
28 | CC(=O)c1ccc(N2CCN(C(=O)c3cc(C)on3)CC2)cc1 | -2 | -3 | 12 | -0.1 | -2.6 | -22 | -18 | -2 | 35 | -0.4
29 | Cc1c(-c2cc(C(=O)O)no2)cnn1C | 4 | 5 | 5 | -0.2 | i | -14 | 1 | 8 | 24 | 6.7
30 | O=C1[C@H](Cc2ccccc2)NCC=CC[C@@H](c2ccco2)N1Cc1ccccc1 | x | x | 3 | 0.0 | 11 | -9 | -15 | -14 | x | 4.9
31 | Cc1ccc(-c2nc(=O)[nH]c3ccc(Br)cc23)cc1 | 2 | x | 11 | 0.5 | -0.3 | 4 | 5 | 5 | 18 | -0.5
32 | Cc1ccc(NS(=O)(=O)c2cccc(C(=O)O)c2)c(C)c1 | 7 | 0 | 5 | -1.7 | 1.7 | -2 | -3 | 3 | 17 | 0.3
33 | Cc1ccc(S(=O)(=O)N(C)C)cc1NC(=S)NCCCn1ccnc1 | 6 | -5 | 7 | 1.2 | -0.4 | -4 | -2 | -1 | 18 | -1.1
34 | Cc1cccc(NS(=O)(=O)c2cccc(C(=O)N3CCCC3)c2)c1 | x | 0 | -1 | -0.4 | -5.0 | -15 | -3 | -1 | x | -2.1
35 | COc1ccc(CNC(=O)c2cc(-c3cccs3)on2)cc1 | -2 | 2 | -1 | x | -0.2 | -23 | 6 | 0 | 19 | 0.0
36 | O=[N+]([O-])c1ccc(CCNc2cccc3ccccc23)c([N+](=O)[O-])c1 | 4 | -4 | -22 | 0.5 | -0.7 | 15 | 15 | -1 | 33 | -1.3
37 | CN(C)CCN(C(=O)C1=COCCO1)c1nc2ccc(Cl)cc2s1 | -5 | -7 | -9 | 1.0 | i | -10&-23 | -6 | 0 | 18 | -1.1
38 | COc1ccccc1NC(=O)Nc1ccc(F)c(F)c1 | 1 | -6 | -9 | 4.4 | i | -3 | -6 | -2 | -14 | -0.2
39 | Cc1ccc(CS(=O)(=O)c2cn(CC(=O)Nc3ccon3)c3ccccc23)cc1 | x | -5 | 5 | 1.8 | i | 2 | -5 | x | x | 8.3
40 | Cc1ccc(-n2ccnc(SCC(=O)NC3CCCCC3)c2=O)cc1F | x | -3 | 1 | 5.6 | -0.4 | -6 | -3 | x | x | 0.3

Some of the entries so far, with two lines to a compound:
The line under a structure holds: 3CLpro inhibitor | Rv3671c inh | Yp Topo-I inh | TcdB GH inh | Vc quorum ag | SSB-PriA inh | MazF activator | Anthrax LF inh2 | DUSP3 inh | PfHsp40 rescue
33. Cc1ccc(S(=O)(=O)N(C)C)cc1NC(=S)NCCCn1ccnc1
  6 | -5 | 7 | 1.2 | -0.4 | -4 | -2 | -1 | 18 | -1.1
34. Cc1cccc(NS(=O)(=O)c2cccc(C(=O)N3CCCC3)c2)c1
  x | 0 | -1 | -0.4 | -5.0 | -15 | -3 | -1 | x | -2.1
35. COc1ccc(CNC(=O)c2cc(-c3cccs3)on2)cc1
  -2 | 2 | -1 | x | -0.2 | -23 | 6 | 0 | 19 | 0.0
36. O=[N+]([O-])c1ccc(CCNc2cccc3ccccc23)c([N+](=O)[O-])c1
  4 | -4 | -22 | 0.5 | -0.7 | 15 | 15 | -1 | 33 | -1.3
37. CN(C)CCN(C(=O)C1=COCCO1)c1nc2ccc(Cl)cc2s1
  -5 | -7 | -9 | 1.0 | i | -10&-23 | -6 | 0 | 18 | -1.1
38. COc1ccccc1NC(=O)Nc1ccc(F)c(F)c1
  1 | -6 | -9 | 4.4 | i | -3 | -6 | -2 | -14 | -0.2
39. Cc1ccc(CS(=O)(=O)c2cn(CC(=O)Nc3ccon3)c3ccccc23)cc1
  x | -5 | 5 | 1.8 | i | 2 | -5 | x | x | 8.3
40. Cc1ccc(-n2ccnc(SCC(=O)NC3CCCCC3)c2=O)cc1F
  x | -3 | 1 | 5.6 | -0.4 | -6 | -3 | x | x | 0.3

Other structures:
# | SMILES | 3CLpro inhibitor | Rv3671c inh | Yp Topo-I inh | TcdB GH inh | Vc quorum ag | SSB-PriA inh | MazF activator | Anthrax LF inh2 | DUSP3 inh | PfHsp40 rescue
41 | Cc1cc(C)cc(N(CC(=O)Nc2cc(C)ccc2C)S(=O)(=O)c2c(C)[nH]c(=O)[nH]c2=O)c1 | -1 | 5 | 2 | -3.6 | 0.9 | -13 | 1 | 2 | -9 | 0.2
42 | CCN(CC)S(=O)(=O)c1ccc(NC(=O)Nc2cccc(C(F)(F)F)c2)cc1 | 7 | -284 | -3 | x | -0.3 | -5 | 3 | x | 20 | -1.9
43 | CC(C)=CC(=O)Nc1nnc(-c2ccccc2C)s1 | 4 | 5 | 0 | 3.3 | -0.2 | -10 | 11 | -1 | 10 | 0.4
44 | N#Cc1ccc(CSc2nnc(NC(=O)c3ccc4ncsc4c3)s2)cc1 | 13* | -10 | -11 | -0.7 | -0.2 | -16 | 2 | -2 | 4 | -2.3
45 | O=c1[nH]c(C2CCN(S(=O)(=O)/C=C/c3ccccc3)CC2)nc2c1nnn2Cc1ccc(F)cc1 | 6 | -3 | 32 | 2.6 | -0.9 | -4 | -3 | 7 | -30 | 0.3
46 | CC(=O)NC1=NN(C(C)=O)C(C)(c2ccco2)S1 (stereo not given) | 0 | 4 | 1 | 1.0 | 0.3 | -3 | 3 | -1 | 0 | 0.7
47 | O=C(NC1CCSC1)c1cccc(Cl)c1 (stereo not given) | 4 | 4 | 3 | 1.0 | i | -1 | 3 | -2 | -14 | -1.6
48 | CC(C)COc1ccc(CSCCNC(=S)Nc2ccccc2)cc1 | -2 | -49 | 41 | x | i | -12 | -2 | 0 | 13 | 8.4
49 | O=C(Cc1cccs1)N(CC1CCCO1)C1(C(=O)NC2CCCCC2)CCCCC1 (stereo not given) | -2 | 6 | 29 | x | i | -15 | 9 | -3 | 12 | -0.4
50 | O=[N+]([O-])c1c(NCc2ccccc2)cc(N2CCc3ccccc3C2)c2nonc12 | -1 | -3 | 11 | 0.9 | -3.7 | -11 | -19 | 0 | 1 | -1.1
51 | O=C(c1cccs1)C1C(c2ccc(Br)cc2)NC(=S)NC1(O)C(F)(F)F (stereo not given) | 6 | -6 | 4 | x | -0.2 | 10 | 1 | 0 | -4 | -0.3
52 | O=C(NC(=S)N1CCOCC1)c1cn(-c2ccccc2)nc1-c1ccc(F)cc1 | x | -2 | 0 | 0.3 | i | -4 | 5 | -3 | x | 0.3
53 | CC(C)CNC(=O)c1cccc(NC(=O)COc2cccc([N+](=O)[O-])c2)c1 | 2 | 1 | -6 | 1.0 | -0.4 | -3 | 5 | 0 | 31 | 0.5
54 | COc1ccc(Br)cc1CN1CCN(CCO)CC1 | -8 | -7 | 2 | x | 1.4 | 11 | 7 | -3 | 22 | -1.7
55 | CCOC(=O)c1sc2nc(C)c3c(c2c1N)CC(C)(C)OC3 | 7 | 3 | 6 | 0.9 | x | -11 | 13 | -2 | -15 | -2.2
56 | CC(C)(C#CCN1CCCC1)OCCC#N | -3 | 11 | -2 | x | -0.6 | -14 | -5 | -8 | 4 | -1.7

Screens as filed in PubChem.
